# H9c2 TAG inh: inhibitors of triacylglycerol accumulation, primary screen, cell-based, uHTS, fluorescence, H9c2; hit rate 0.66% among 230,000; inhibition, % at 12.5 µM; H9c2 cells, Nile Red lipid (TAG) fluorescence; cells loaded with 200 µM oleic acid; AID 651582, 2012;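 active = pattern-corrected inhibition of lipid staining of at least 50% with the nuclear-stain viability signal not falling by more than 50%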;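 note: 0% = DMSO wells and 100% = triacsin C control wells; some results filed as inactive read as strong as hits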
# H9c2 TAG inh DAPI viability: recorded beside H9c2 TAG inh, whose call it bears; DAPI nuclei signal change (viability), lower = more cytotoxic, %;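 whole-well DAPI fluorescence read on a plate reader as a viability signal; minus 50 percent equals half of cells still viable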
# An asterisk follows results filed as active.
SMILES,H9c2 TAG inh,H9c2 TAG inh DAPI viability
CCOC(=O)Cn1cc(C(=O)c2cccs2)c2ccccc21,-1,4
O=C(COc1cccc(Oc2ccccc2)c1)Nc1ncccn1,9,-3
Cc1ccc(S(=O)(=O)CCC(=O)OCC(=O)N2CCN(c3ccccc3)CC2)cc1,5,-1
O=C(O)C1C(C(=O)O)C1(c1ccccc1)c1ccccc1 (stereo unspecified),9,-6
CC(C)CCNCC(=O)NC(c1ccccc1)c1ccccc1,-6,5
C#CCOCCOCCOCCNc1nc(OC)nc(N2CCN(C(=O)[C@H](CCC(=O)O)n3cc(C(N)CO)nn3)CC2)n1 (stereo partly specified),-1,5
O=C(NCCc1c[nH]c2ccccc12)c1cnc2sccn2c1=O,11,-2
CC(C)(C)[C@@H]1C=C(C(=O)O)O[C@H](OCc2ccc(CO)cc2)C1,-10,-1
COc1ccc(N2CCN(c3cnc4ccccc4n3)CC2)cc1,10,3
COC(=O)c1cc2c(N)c(C(=O)c3ccc(Cl)cc3)sc2nc1C(OC)OC,10,3
CCN(Cc1ccc(NC(C)=O)cc1)CC1CCCN(CCc2cccc(OC)c2)C1 (stereo unspecified),-5,10
O=C1c2ccccc2NC(c2ccccc2O)N1NS(=O)(=O)c1ccccc1 (stereo unspecified),-11,5
COC(=O)C(Cc1ccccc1)NC(=O)COc1ccc(C(C)(C)C)cc1 (stereo unspecified),-13,9
Cc1ccc(C)c(S(=O)(=O)N2CCN(CC(=O)NC(=O)NCc3ccco3)CC2)c1,19,-16
Cc1ccc(CNc2oc(COc3ccccc3Cl)nc2C#N)cc1,2,9

# In another format: results already given
mol	H9c2 TAG inh	H9c2 TAG inh DAPI viability
C#CCOCCOCCOCCNc1nc(OC)nc(N2CCN(C(=O)[C@H](CCC(=O)O)n3cc(C(N)CO)nn3)CC2)n1 (stereo partly specified)	-1	5
O=C(NCCc1c[nH]c2ccccc12)c1cnc2sccn2c1=O	11	-2
CC(C)(C)[C@@H]1C=C(C(=O)O)O[C@H](OCc2ccc(CO)cc2)C1	-10	-1
COc1ccc(N2CCN(c3cnc4ccccc4n3)CC2)cc1	10	3
COC(=O)c1cc2c(N)c(C(=O)c3ccc(Cl)cc3)sc2nc1C(OC)OC	10	3
CCN(Cc1ccc(NC(C)=O)cc1)CC1CCCN(CCc2cccc(OC)c2)C1 (stereo unspecified)	-5	10
O=C1c2ccccc2NC(c2ccccc2O)N1NS(=O)(=O)c1ccccc1 (stereo unspecified)	-11	5

# Next structures.
SMILES,H9c2 TAG inh,H9c2 TAG inh DAPI viability
COc1ccc(S(=O)(=O)Nc2cc(C(=O)NCCCN3CCOCC3)ccc2N2CCOCC2)cc1,-7,-12
O=C1CC(C(F)(F)F)=NN1,-11,1
CC1CCN(S(=O)(=O)c2ccc(C(=O)OC(C)C(=O)NC3CCCCC3C)cc2)CC1 (stereo unspecified),-1,-2
O=C(NCCCn1ccnc1)C(=O)NCc1ccccc1,12,-5
CC[C@@H]1C=C(C(=O)O)[C@H](c2ccc(C#N)cc2)N1S(=O)(=O)c1ccc(C)cc1,-14,9
CCOc1ccccc1C(=O)NC1CC2CCCC(C1)N2Cc1nnnn1Cc1ccco1 (stereo unspecified),5,-7
O=C(c1ccc(Br)c(S(=O)(=O)N2CCOCC2)c1)N1CCN(C/C=C/c2ccccc2)CC1,-3,-4
COC(=O)C(CC(C)C)NC(=O)CSc1nc(-c2ccccc2)c(C#N)c(=O)[nH]1 (stereo unspecified),-12,1
CC(=O)NC(c1ccc(F)c(F)c1)c1nc(-c2cc3ccccc3o2)cs1 (stereo unspecified),-12,-3
Cc1ccsc1C(=O)OC1CCOC1=O (stereo unspecified),-22,12
CC(=O)NC(CC(=O)N(C)Cc1c(F)cccc1Cl)c1ccccc1 (stereo unspecified),-16,2
CCC(=O)NC(c1cccs1)c1cc(Cl)c2ccccc2c1O (stereo unspecified),-6,-4
C[C@H](CO)N1C[C@H](C)[C@@H](CN(C)S(C)(=O)=O)Oc2c(NC(=O)Nc3ccccc3)cccc2C1=O,-4,-1
Nc1cc(-c2ccccc2)nn1Cc1ccc(Cl)cc1,-18,-3
Cn1cc(-c2cccc(Cl)c2)cc(C#N)c1=O,-2,3
CC(C)(C)c1ccc(-n2ncc3c2CCCC3NC(=O)c2ccncc2)cc1 (stereo unspecified),4,-14
Cc1[nH]c2ccccc2c1/C=N\NC(=O)c1ccccc1Cl,6,-6
O=C(Nc1cccc(O)c1)c1ccc(NC(=O)c2cccs2)cc1,8,2
O=C1C=C(c2ccc(-c3ccccc3)cc2)C[C@@H](c2ccc(F)cc2)C1,-4,1
O=C(Cn1c(=O)oc2ccccc21)NC(=O)NCc1ccco1,14,-14
CNC(=O)c1c(I)c(C(=O)NCC(=O)Nc2c(I)c(C(=O)O)c(I)c(C(=O)NCCO)c2I)c(I)c(N(C)C(C)=O)c1I,0,3
O=C(COC(=O)[C@@H]1CC(O)CN1S(=O)(=O)c1ccc2c(c1)OCCO2)Nc1ccccc1F (stereo partly specified),-6,0
CCOC(=O)/C=C1\CN(Cc2cc(OC)c(OC)c(OC)c2)S(=O)(=O)c2ccc(C(F)(F)F)cc21,-40,-4
Cc1cc2nnc(SC3CCCCN(C(=O)c4ccc(F)cc4)C3=O)n2c2ccccc12 (stereo unspecified),1,18
CS(=O)(=O)N(CC(=O)NCC1CCCO1)c1cc(Cl)c(Cl)cc1Cl (stereo unspecified),-10,-8
Cc1ccc(NC(=O)CCNS(=O)(=O)c2cccc3nonc23)cc1Cl,-13,-2
CC1=CC(C)C2(CO)COC(c3ccc(O)cc3)C1C2C (stereo unspecified),-15,-6
O=C(COc1ccc(F)cc1Br)Nc1ccccc1N1CCOCC1,-6,-3
COC/C=C/C1=CC2=CC(=O)C(C)(OC(=O)c3cnc4ccccc4n3)C(=O)C2=CN1C(CO)CO (stereo unspecified),-2,5
NC(=O)CC(NC(=O)c1cccc(Br)c1)c1ccc(N2CCN(c3ccc(F)cc3)CC2)c([N+](=O)[O-])c1 (stereo unspecified),7,-7
COc1ccc([C@H]2CC(=O)C=C(c3ccc4cc[nH]c4c3)C2)cc1,-19,-6
CCOC(=O)c1ccc(N2C(=O)C(O)=C(C(C)=O)C2c2ccccn2)cc1 (stereo unspecified),-1,17
Cc1noc(C)c1C(=O)N1CCC(C(=O)c2ccccc2)CC1,-3,1
Cc1ccnc(NS(=O)(=O)c2ccc(NS(C)(=O)=O)cc2)n1,5,-3
COc1cccc(CNC(=O)c2cnc(-c3ccccn3)nc2C(F)(F)F)c1,-4,9
COc1ccc2nc(SCC(=O)Nc3c(C)cccc3C)[nH]c2c1,-7,14
O=C(CCCCn1c(=O)[nH]c2ccccc2c1=O)NC1CCN(Cc2ccccc2)CC1,-1,-8
CCN1C(=O)[C@H]2[C@H]3CN=C(SCc4ccccc4)N3[C@@](CC)(C(=O)OC)[C@H]2C1=O,-9,-5
O=C(CSc1nnc(-c2ccc(Cl)s2)o1)N1CCCc2ccccc21,-17,-7
COc1ccc(C2C(C(C)=O)=C(O)C(=O)N2CCc2c[nH]c3ccccc23)cc1 (stereo unspecified),9,-8
Cc1cccc(C)c1NC(=O)CNC(=O)c1c(C)nn(-c2ccccc2)c1Cl,7,-2
CCOc1ccccc1C(=O)Nc1nnc(SCC(=O)N2CCCC2)s1,0,1
COc1ccccc1C(=O)Nc1nnc(-c2ccc3c(c2)CCCC3)o1,-5,3
CCn1c(SCC(=O)N/N=C/c2ccc(O)c(OC)c2)nc2ccccc21,-9,10
O=C(CNCc1ccccn1)Nc1cc(C(F)(F)F)ccc1N1CCOCC1,0,-8
COc1cccc(NC(=O)Cn2c(CCC(=O)O)ccc2-c2ccc(C)cc2)c1,7,-7
COCCCNCCC(CCC(C)C)c1ccc2c(c1)OCO2 (stereo unspecified),19,1
CCOc1ccc(NC(=O)C(C)Oc2ccc(C#N)cc2)cc1S(=O)(=O)N1CCCC1 (stereo unspecified),-8,-12
Cc1ccc(S(=O)(=O)N2CCN(C(=O)c3ccccc3)CC2)cc1,-14,-5
COC(=O)C1=C(C)NC(=O)CC1c1ccccc1OC (stereo unspecified),-2,-11
CCOC(=O)c1ccc(NS(=O)(=O)c2cc(C)ccc2OC)cc1,-14,4
O=C(CO)C(O)C(O)C(O)CO (stereo unspecified),1,0
CC1(C)CCC(=O)C=C1Nc1ccc(F)c(Cl)c1,-17,9
CCOc1ccccc1C=C1CCc2ccccc2C1=O,2,-2
CCc1cccc2c1NC(=O)[C@]21[C@@H]2C(=O)N(Cc3ccccc3)C(=O)[C@@H]2[C@@H]2CCCN21,4,-16
NC(=S)N=Nc1c(O)[nH]c2c(Cl)cc(Cl)cc12,8,-16
Cc1cc(C(=O)N2CC=C(c3ccccc3)CC2)c2ccccc2n1,48,-35
CC(NC(=O)CNC(=O)C(Cc1ccccc1)NC(=O)OCc1ccccc1)C(N)=O (stereo unspecified),-23,-17
Cc1nc(SCC(=O)N2CCOCC2)c2c(=O)n(C)c(=O)n(CC(C)C)c2n1,10,-6
COc1ccc(C2(CO)OC(CO)C(O)C2O)cc1 (stereo unspecified),-10,6
# The listing continues.
SMILES,H9c2 TAG inh,H9c2 TAG inh DAPI viability
CCC1=NN(C(=O)c2ccccc2[N+](=O)[O-])C(O)(c2ccccc2)C1 (stereo unspecified),-10,8
O=C(Nc1cccc(S(=O)(=O)N2CCCCC2)c1)C1CC(=O)N(Cc2ccccc2)C1 (stereo unspecified),-5,-3
CC(C)Cn1c(SCC(=O)NCc2ccco2)nnc1-c1ccncc1,7,-4
Cc1cccc(CCNC(=O)C2CC(O)CN2C(=O)Nc2ccccc2)c1 (stereo unspecified),8,6
O=C(COc1ccccc1Cl)N1CCCCCCC1,7,-5
O=c1c(-c2ccco2)[n+]([O-])c2ccccc2n1OCc1ccccn1,-17,4
Cc1ccc(C)c(NC(=S)NC(=O)c2cncc(Br)c2)c1,-8,9
C=CCn1c(-c2cccnc2Cl)nc2ccccc21,7,2
CC(C)OCCCNC(=O)CN1CCN(Cc2ccccc2Cl)C1=O,-4,3
O=C(O)CCC(=O)N1CCN(S(=O)(=O)c2cccs2)CC1,1,0
COc1ccccc1NC(=O)Nc1nc(CC(=O)Nc2ccc(OC)c(OC)c2)cs1,-8,2
Cc1ccc(C)c2[nH]c(=O)c(CCNS(=O)(=O)c3ccccc3)cc12,7,0
Cc1ccc(NC(=O)CCn2nnc3ccccc32)c(C)c1,-7,11
O=C(CC1CCCC1)Nc1ccc(Cl)c(S(=O)(=O)N2CCOCC2)c1,6,-2
CC(=O)c1c(C)[nH]c(C(=O)OCc2nnc(-c3ccc([N+](=O)[O-])cc3)o2)c1C,15,-1

# Looked up one by one from the list above, 7 records:
SMILES,H9c2 TAG inh,H9c2 TAG inh DAPI viability
O=C(COc1cccc(Oc2ccccc2)c1)Nc1ncccn1,9,-3
COc1ccc([C@H]2CC(=O)C=C(c3ccc4cc[nH]c4c3)C2)cc1,-19,-6
Cc1ccc(NC(=O)CCn2nnc3ccccc32)c(C)c1,-7,11
O=C(c1ccc(Br)c(S(=O)(=O)N2CCOCC2)c1)N1CCN(C/C=C/c2ccccc2)CC1,-3,-4
O=c1c(-c2ccco2)[n+]([O-])c2ccccc2n1OCc1ccccn1,-17,4
CCOc1ccc(NC(=O)C(C)Oc2ccc(C#N)cc2)cc1S(=O)(=O)N1CCCC1 (stereo unspecified),-8,-12
Cc1ccc(C)c(NC(=S)NC(=O)c2cncc(Br)c2)c1,-8,9

# The results go on:
SMILES,H9c2 TAG inh,H9c2 TAG inh DAPI viability
CCC(=O)N1CCCc2cc(S(=O)(=O)N3CCN(c4ncccn4)CC3)ccc21,6,9
COc1cccc(CN2CCCCC2C(=O)O)c1 (stereo unspecified),0,-4
O=C(NNC1=Nc2ccccc2SC1)c1ccc(Cl)cc1,14,-32
O=c1c2ccccc2nnn1CCc1ccccc1,-4,-8
C#CCNC(=O)C1=C[C@@H](C2CC2)[C@H](CCCO)[C@@H](OCC)O1,16,-10
CN1C2CCC1CC(OC(c1ccccc1)c1ccccc1)C2 (stereo unspecified),26,-11
O=C(CCNC(=O)c1ccccc1)OCC(=O)c1cccc(Cl)c1,-1,2
CC(=N)c1c(O)cc(C)oc1=O,-14,4
CCCN(CC(=O)Nc1ccccc1OC)C(=O)Cn1c(=O)oc2ccccc21,-6,-3
COC(=O)[C@@]12CCCCN1[C@H](c1ccc(-c3ccc(OC)cc3)cc1)[C@@H]1C(=O)N(C)C(=O)[C@@H]12,-19,0
Cc1ccc(N2CCN(CC(O)COc3ccccc3)CC2)cc1 (stereo unspecified),-1,-5
Cc1nc([N+](=O)[O-])cn1CC(O)c1ccccc1 (stereo unspecified),6,4
Cc1ccc(Nc2nc(N)c([N+](=O)[O-])c(NCCO)n2)cc1C,-4,-8
CCN(CC)C(=O)C1=C(C)N(Cc2ccc(OC)cc2)C(=O)C(CC(=O)NCc2cccs2)C1 (stereo unspecified),6,-6
N#CCCNS(=O)(=O)c1ccc(C(=O)OCCCOC(=O)c2ccc(S(=O)(=O)NCCC#N)cc2)cc1,0,3

# Screens as filed in PubChem.

# Not all compounds are listed (hit frequency here may not be typical).
